Compound activity (PubChem)
H9c2 TAG inh = inhibitors of triacylglycerol accumulation; AID 651582; H9c2 cells, Nile Red lipid (TAG) fluorescence; cells loaded with 200 µM oleic acid; actives 0.66% (n = 230,000); inhibition, % at 12.5 µM;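 active = pattern-corrected inhibition of lipid staining of at least 50% with the nuclear-stain viability signal not falling by more than 50%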;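 note: 0% = DMSO wells and 100% = triacsin C control wells; some results filed as inactive read as strong as hits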
H9c2 TAG inh DAPI viability = further read-out of H9c2 TAG inh, marked with its call; DAPI nuclei signal change (viability), lower = more cytotoxic, %;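 whole-well DAPI fluorescence read on a plate reader as a viability signal; minus 50 percent equals half of cells still viable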
Active calls of the source: *.

Start of the listing, in advance, four compounds:
SMILES	H9c2 TAG inh	H9c2 TAG inh DAPI viability
CC1Cc2ccccc2N1C(=O)c1cc2sccc2n1Cc1ccc(F)cc1 (stereo not given)	-10	-1
COc1ccc(CNC(=O)[C@@H]2CC=C[C@@H]3CCN(C4CCCCC4)C(=O)[C@@H]32)cc1	-4	-5
CCC1=NN(C(=O)Cc2ccc([N+](=O)[O-])cc2)C(O)(C(F)(F)F)C1 (stereo not given)	2	-1
CCCCNC(=O)c1onc(CSc2cc(C)ccc2C)c1C(=O)O	-5	5

Results, from the first entry:
SMILES	H9c2 TAG inh	H9c2 TAG inh DAPI viability
CC1Cc2ccccc2N1C(=O)c1cc2sccc2n1Cc1ccc(F)cc1 (stereo not given)	-10	-1
COc1ccc(CNC(=O)[C@@H]2CC=C[C@@H]3CCN(C4CCCCC4)C(=O)[C@@H]32)cc1	-4	-5
CCC1=NN(C(=O)Cc2ccc([N+](=O)[O-])cc2)C(O)(C(F)(F)F)C1 (stereo not given)	2	-1
CCCCNC(=O)c1onc(CSc2cc(C)ccc2C)c1C(=O)O	-5	5
COc1ccc(NC(=O)N2CCCCCC2)c(OC)c1	12	0
CCOC(=O)c1c(C)[nH]c(C)c1C(=O)COC(=O)C1CC(=O)N(CCc2ccccc2)C1 (stereo not given)	-8	4
O=C(COC(=O)Cc1ccsc1)NCC1CCCCC1	-8	1
C/C=N/N(c1ccccc1)c1ccccc1	12	6
O=C(NCCc1ccccc1)c1cnc2sccn2c1=O	3	4
COc1ccc(C[C@H]2CN3C(=NC[C@@H]3C(C)C)N2C[C@H](C)NC(=O)c2ccc(C)c(Br)c2)cc1	27	-26
COc1ccc(C2=CCCCCC2)cc1OC	2	-1
Nc1nnc(C(F)(F)F)s1	-7	-5
COc1ccc(CN(C(=O)c2cc3ccccc3oc2=O)C2CCS(=O)(=O)C2)cc1 (stereo not given)	4	-10
O=C(CN(c1ccc(Cl)c(Cl)c1)S(=O)(=O)c1ccccc1)N1CCc2ccccc2C1	-15	-2
CCCn1c(N)c(C(=O)COC(=O)CCNS(=O)(=O)c2ccccc2F)c(=O)[nH]c1=O	6	-5
CC(C)c1ccc(OC(=O)NCCO)cc1	-1	-2
COCCNC(=O)COC(=O)c1ccc(OCC(=O)Nc2ccccc2OC)c(OC)c1	2	-7
CCOc1ccc2[nH]c3c(N4CCN(C(=O)c5ccco5)CC4)ncnc3c2c1	-12	26
CCCCNc1c(-c2ccc(OC)c(SC(C)CC)c2)nc2ccc(C)cn12 (stereo not given)	-16	48
CCN(C(=O)COC(=O)CCCc1c[nH]c2ccccc12)c1c(N)n(Cc2ccccc2)c(=O)[nH]c1=O	-6	3
CCN1C[C@@H]2[C@@H]3C(=O)N(Cc4ccccc4)C(=O)[C@@H]3[C@](Cc3ccccc3)(C1=O)N2C(=O)c1ccc(C(F)(F)F)cc1	23	-2
CCc1cc(C(=O)O)c(NC(=O)/C=C/c2ccc(OC)cc2)s1	10	-13
O=C(O)Cc1ccc(NC(=O)c2ccc3c(c2)C(=O)N(Cc2ccco2)C3=O)cc1	-3	-7
COc1cccc(CNc2nc(-c3cccnc3)nc3ccccc23)c1	0	-9
CCCCNC(=S)NCc1ccc2[nH]c3c(c2c1)CCCC3	0	16
(listing goes on)
SMILES	H9c2 TAG inh	H9c2 TAG inh DAPI viability
Cc1nc2ccc(NC(=O)c3ccc([N+](=O)[O-])cc3)cc2s1	-4	-6
CCOC(=O)c1c(-c2ccccc2)cn2c(C)cc(C)nc12	4	11
O=C(c1cccc(F)c1)N1CCN(C(=O)C2CC2)CC1	5	-5
C=CCOC(=O)C1=C[C@H](c2coc3ccccc3c2=O)C[C@H](OCCCCO)O1	-26	-5
COc1ccc(Cl)cc1-c1nc(-c2ccc(Br)o2)no1	-5	5
COCCN1CCN(C(=O)c2ccc3oc(CCCc4ccccc4)nc3c2)CC1	9	7
Cc1cc(CCN2CCC(=O)NC2=S)ccc1OC(C)C	-3	-3
COc1cccc(C2NC(CCSC)(C(=O)O)C3C(=O)N(C(C)C)C(=O)C23)c1O (stereo not given)	0	-4
O=C(CSc1nnc2ccccn12)NNC(=O)c1cccc([N+](=O)[O-])c1	-24	9
O=C(CC1C(=O)NCCN1Cc1cccc(Oc2ccccc2)c1)NCCc1ccncc1 (stereo not given)	-9	8
O=C(c1ccco1)N1CCCN(Cc2nc(-c3cccs3)no2)CC1	-16	6
Cc1ccc(S(=O)(=O)N2CCC(=O)N(C(COCc3ccc(Cl)cc3)Cc3ccccc3)CC2)cc1 (stereo not given)	6	-6
Cc1cnc(C(=O)OCC(=O)NC(=O)NC(C)C)cn1	6	0
CC(=O)NC(c1ccc(F)c(F)c1)c1nc(-c2ccc3c(c2)OCO3)cs1 (stereo not given)	-10	13
CCc1cccc(CC)c1N1C(=O)CC(Sc2ccccc2N)C1=O (stereo not given)	8	0
O=C(C1CCCCC1)N1C[C@H](n2cc(C3CC3)nn2)[C@@H](O)C[C@@H]1c1ccccc1	0	5
Cc1ccccc1CS(=O)(=O)c1ccc(C(=O)N2CCC(C)CC2)cc1[N+](=O)[O-]	-5	3
Cc1ccc(SCC(=O)OCC(=O)N(CCC#N)c2ccccc2)cc1	0	-7
CC(=O)Nc1ccc(CNc2nc3cc(-c4ccc(F)cc4)sc3c(=O)n2C)cc1	-18	16
O=C(c1ccco1)N1CCN(C(=O)c2oc(=O)c3ccccc3c2-c2ccccc2)CC1	6	2
O=C(O)c1[nH]c2ccccc2c1C(c1c(F)cccc1Cl)c1c(C(=O)O)[nH]c2ccccc12	-4	10
CCCC(=O)Oc1c(S(=O)(=O)c2ccc(C)cc2)c(C)nn1C(C)(C)C	11	-5
Cc1ccc(OCCOC(=O)c2cccc(S(=O)(=O)N3CC(C)OC(C)C3)c2)cc1 (stereo not given)	-34	2
COc1ccccc1NS(=O)(=O)c1cc(C(=O)N2CCCC2)ccc1F	-3	8
CN1CCN(S(=O)(=O)c2ccc(NC(=S)NC(=O)C3CCCCC3)cc2)CC1	9	-1
(more compounds)
SMILES	H9c2 TAG inh	H9c2 TAG inh DAPI viability
CCn1c(=O)cc(SCC(=O)NCc2ccc(C)cc2)c2ccccc21	0	7
Cc1nc(CCN2C(=O)c3ccccc3C2=O)cs1	5	-9
C/C(=N\NC(=O)c1sccc1C)c1cccnc1	-5	6
COc1ccc(C2CC(c3ccccc3)=NN2C(=O)COC(=O)c2cccc(O)c2)cc1 (stereo not given)	38	0
Cc1ccc(NC(=O)Nc2sc(=S)n(C)c2C)cc1	-8	13
CCC(c1nnnn1C(C)(C)C)N1CCN(Cc2ccccc2OC)CC1 (stereo not given)	22	18
CCCc1cc(=O)[nH]c(SCC(=O)N(CC)Cc2ccccc2)n1	9	-5
Cc1cc(C)c2nc(NC(=O)C3CSC4(C)CCC(=O)N34)sc2c1 (stereo not given)	30	-13
S=C(NCc1ccco1)N1CCN(c2cccc(Cl)c2)CC1	0	0
CCOc1ccccc1Nc1nnc(SCC(=O)N2CCCC2)s1	10	-4
COc1cccc(CNC(=S)Nc2ccc3c(c2)c(=O)n(C)n3Cc2ccc(F)cc2)c1	2	13
Cc1ccc(-n2ncc3c(NNC(=O)c4ccco4)ncnc32)cc1Cl	-1	0
CCN(CC)c1cc(C(F)(F)F)nc(-c2ccccn2)n1	-24	6
O=C(Nc1cccc(F)c1)Nc1ccc2c(c1)CCC2	-2	-3
CC(=O)Nc1ccc(NC(=O)CSc2ccc(-c3cccnc3)nn2)cc1	-1	6
CC(=O)c1c(C)[nH]c(C(=O)Nc2ccc(N3CCCCCC3)cc2)c1C	-4	0
CN(C)C1NC(=O)c2cc(-c3ccccc3)sc2N1 (stereo not given)	23	-3
COC(=O)c1ccc(NC(C)=O)o1	1	1
O=S(=O)(c1cccc(Br)c1)N1CCN(S(=O)(=O)c2ccc3c(c2)OCCO3)CC1	-16	0
N#CCc1ccc(NC(=O)c2ccc(CN3CCc4ccccc4C3)cc2)cc1	-12	-3
CC(=O)c1ccc(N2CCN(C(=O)/C=C/c3ccc(S(=O)(=O)N4CCOCC4)cc3)CC2)cc1	-17	5
O=C(N/C(=C/c1ccco1)C(=O)N1CCOCC1)c1cccs1	6	-4
O=C(c1cnn(C(=O)c2ccco2)c1)c1ccccc1O	-6	0
CN(Cc1ccc(OC(F)F)cc1)C(=O)c1cccc(S(=O)(=O)N2CCN(Cc3ccccc3)CC2)c1	-18	-1
O=C(NCCc1ccc(Cl)cc1)C1=CC=CN2CCS(=O)(=O)N=C12	-2	-6
Following part
SMILES	H9c2 TAG inh	H9c2 TAG inh DAPI viability
COc1cc(/C=N/NC(=O)c2cccnc2)ccc1OCC(=O)Nc1ccc(C)cc1	12	15
Cc1cc(C(F)(F)F)nn1CC(=O)N(C)c1ccccc1	3	-2
COc1ccc(-c2csc(NC(=O)C3=COCCO3)n2)cc1OC	25	1
COc1ccccc1NS(=O)(=O)c1ccc(C(=O)NCCCN2CCOCC2)cc1	-5	3
CCOc1cc(C(=O)NCCOC)cc(OCC)c1OCC	-4	0
CC(C)c1ccc(O)c(NC(=S)NC(=O)CCc2ccccc2)c1	9	-10
C[C@@H]1C=C[C@](Cc2ccccc2)(C(=O)NCC2CC2)N1C(=O)c1ccccc1	-8	-1
N#C/C(=C(/O)C(Cl)(Cl)Cl)c1nc2ccccc2[nH]1	13	2
CCO[C@H]1OC(C(=O)O)=C[C@@H](C2CCCCC2)[C@@H]1CCCO	3	3
COc1ccc(F)cc1S(=O)(=O)NCc1ccccc1	-1	3
COc1ccc(NC(=O)Nc2cccnc2)c(OC)c1	-3	-14
CN(C)CCCNc1ncnc2c1c(-c1ccccc1)cn2-c1ccccc1	31	-10
O=C(Cn1c(NCCO)nc2ccccc21)NCC1CCCO1 (stereo not given)	-14	14
CCn1ncc(CN2CCC(Oc3cc(C(=O)NC4CC4)ccc3OC)CC2)c1C	-33	8
CCC(=O)N1c2ccccc2NC2=C(C(=O)CC(c3ccco3)C2)C1c1ccco1 (stereo not given)	17	-3
Cc1cccnc1NC(=O)c1ccc(S(=O)(=O)NCc2ccco2)cc1	-3	3
O=C(CSc1nnc(-c2ccc(F)cc2)n1CC1CCCO1)NCc1ccco1 (stereo not given)	6	-3
CCOC(=O)C1CCN(c2c(NCc3ccc(C(=O)NCCOC)cc3)c(=O)c2=O)CC1	29	-16
CCN1CCN(c2nc3ccccn3c(=O)c2/C=C(\C#N)S(=O)(=O)c2ccccc2)CC1	-1	2
COc1cccc(NC(=O)CN(C)C(=O)COc2ccc3ccccc3c2)c1	3	-4
N#C/C(=C\Nc1ccc2c(c1)OCCO2)C(=O)NCc1ccco1	3	3
Cc1nc(SCC(N)=O)[nH]c(=O)c1Cc1ccc(OC(C)C)cc1	13	-10
COc1ccc(/C=C2\N=C3CCCN3C2=O)cc1	-3	-3
NNC(=O)c1ccc(Cl)cc1Cl	-2	10
Cn1nc(C(F)(F)F)c(-c2ccc(F)cc2)c1NC(=O)CSCC(=O)O	7	-3
(more compounds)
SMILES	H9c2 TAG inh	H9c2 TAG inh DAPI viability
NC(=S)c1c(Cl)cc(C(F)(F)F)cc1Cl	-8	-2
Cc1cc(C)c(C)c(S(=O)(=O)N2CCC(C(=O)NC3=NCCS3)CC2)c1C	7	-4
O=[N+]([O-])c1cc2c(c([N+](=O)[O-])c1)Nc1ccccc1O2	-1	8
CCOC(=O)C1CCC(=O)C1 (stereo not given)	17	-21
CC(C)CC1NC(=O)c2cc3ccccc3cc2-n2c1nc1cc(Cl)ccc1c2=O (stereo not given)	1	9
COc1ccc(S(=O)(=O)N2CCOCC2)cc1NC(=O)CN1CCN(C)CC1	6	1
CCc1ccc(Nc2cnn(C34CC5CC(CC(CC(=O)O)(C5)C3)C4)c(=O)c2Cl)cc1	3	-6
CSC(=S)N/N=C/c1ccc(Br)cc1	-3	5
CNc1ncnc2c1ncn2-c1ccccc1	8	-4
O=C(c1ccc(S(=O)(=O)Nc2ccccc2F)cc1)N1CCCC1	18	2
Cc1noc(C(=O)Nc2cccnc2)c1Cl	-4	-5
CCOC(=O)N1CCC(N2CCCC(C(=O)c3cc(F)ccc3OC)C2)CC1 (stereo not given)	-5	10
COc1cccc(NC(=O)c2ccc(OC(F)(F)F)cc2)c1	-8	-8
COc1ccc(S(=O)(=O)Nc2ccccc2C(=O)N2CCOCC2)cc1Br	1	13
O=C(O)CC1(CC(=O)NCc2cc(F)cc3c2OCOC3)CCCCC1	3	-10
COC(=O)C1=C(C)N(c2cc(Cl)cc(Cl)c2)C(=O)C1	20	1
O=C(c1ccncc1)N1CCN(CCc2ccccc2)CC1	-5	1
CC(C)C1C(=O)N(Cc2cn(CCC3OCCCO3)nn2)CCS(=O)(=O)N1Cc1ccc(-c2ccc(Cl)nc2)cc1 (stereo not given)	17	-3
CCc1ccc(C(=O)c2cncc(Br)c2)cc1	-24	12
COc1cc2c(c(OC)c1)C(c1cccc(OC)c1OC)CC(=O)N2 (stereo not given)	2	-4
O=C(NCc1ccccc1CN1CCCC1)c1ccc(S(=O)(=O)Nc2ccccc2F)cc1	12	-14
CCc1ccccc1NC(=O)C1CCN(S(C)(=O)=O)CC1	-7	0
CC(C)N=C1NN=C(c2cccs2)C(CC(=O)O)S1 (stereo not given)	1	-1
O=C(Nc1ccc2oc(-c3cccnc3)nc2c1)c1cc2ccccc2o1	52*	-12*
O=C(Nc1ccc2c(c1)OCCO2)C(c1ccc(F)cc1)N1CCCCC1 (stereo not given)	-54	1
Cc1nc2ncnn2c(C)c1Cc1ccc(Cl)cc1	12	-8
COc1cccc(C(=O)COC(=O)CCCC(=O)NC2CCCCC2)c1	15	-3

Compound profiles, from the list above.
`CC(C)CC1NC(=O)c2cc3ccccc3cc2-n2c1nc1cc(Cl)ccc1c2=O` (stereo not given) across the screens: H9c2 TAG inh = 1; H9c2 TAG inh DAPI viability = 9
`CCc1ccc(Nc2cnn(C34CC5CC(CC(CC(=O)O)(C5)C3)C4)c(=O)c2Cl)cc1` across the screens: H9c2 TAG inh = 3; H9c2 TAG inh DAPI viability = -6

A draw from above in order of number of heavy atoms, descending:
SMILES	H9c2 TAG inh	H9c2 TAG inh DAPI viability
O=C(Nc1ccc2oc(-c3cccnc3)nc2c1)c1cc2ccccc2o1	52*	-12*
COc1cccc(C(=O)COC(=O)CCCC(=O)NC2CCCCC2)c1	15	-3
O=C(c1ccncc1)N1CCN(CCc2ccccc2)CC1	-5	1
COC(=O)C1=C(C)N(c2cc(Cl)cc(Cl)c2)C(=O)C1	20	1

This is a subset, so the mix of outcomes need not match the whole.
